TRb-SRC2 inh: inhibitors of human thyroid hormone receptor beta-SRC2 interaction. Potency, µM (doses to about 106 µM), without a hit: at the top dose activity change, negative = inhibition, actives largely listed as inhibitors. TRbeta-SRC2 peptide binding, fluorescence polarization; receptor liganded with 1 µM T3. 280,000 tested, 0.065% active;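 also: plate controls were bound peptide for no effect and peptide without receptor for full effect; nearly all actives have a fitted effect of over 50% in size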
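TRb LBD 0.6 uM + Texas Red SRC2 peptide 20 nM, 1 uM T3, Tris buffer w/ 5% DMSO; compound pinned, 5 h RT; FP read ex 555/em 632; normalized to unbound and bound controls.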
GoLoco inh red: blocks human Gai1 binding to RGS12 GoLoco peptide, red readout; Gai1:RGS12 GoLoco peptide FP, rhodamine, 10 min; 230,000 tested, 0.44% active; P63096; Potency, µM (series often up to 61.6 µM), for the others: top-dose activity, negative = inhibition, most hits filed as inhibitors; AID 880; active = well fitted inhibition curve with a large enough effect, not every such curve was filed as active; inactive = no such curve, though single readings can be large or run the other way; also: % is scaled to controls: 0 for no effect and ±100 for the full control effect; nearly all actives have a fitted effect of over 30% in size; many of its hits are not listed in these tables
RECQ1 helicase: RECQ1 (human) helicase inhibition. P46063. RECQ1 DNA unwinding, red fluorescence kinetic read. AID 2549. 240,000 tested, 0.54% active. Potency, µM (titrated, usually from 57.3 µM), inactives show at the highest dose activity, negative = inhibition, usual class: inhibitors;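 also: plate controls were vehicle for no effect and no enzyme for full effect; nearly all actives have a fitted effect of over 30% in size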
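RECQ1T1 50 nM; forked duplex (20 bp + 30-nt ss tails) 200 nM, ATP 2 mM final; pH 8.0, 2 mM MgCl2, 2.5 ug/ml poly(dI-dC); 15 min compound preincubation; discontinuous kinetic read over 2 h at RT.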
KDM4E inh: blocks human JMJD2E demethylase activity; B2RXH2; JMJD2E catalytic domain, FDH-coupled NADH fluorescence (FDH is formaldehyde dehydrogenase); Potency, µM (series often up to 57.1 µM), without a hit: top-dose activity change, negative = inhibition, most hits filed as inhibitors; 230,000 tested, 1.6% active; active = well fitted inhibition curve with a large enough effect, not every such curve was filed as active; inconclusive = small, poorly fitted or top-dose-only effect, or another doubt; inactive = no such curve, though single readings can be large or run the other way;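 also: 0% = wells with enzyme and -100% = buffer wells without enzyme; nearly all actives have a fitted effect of over 50% in size; many of its hits are not listed in these tables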
Target sequence (B2RXH2 1-337 limits assumed): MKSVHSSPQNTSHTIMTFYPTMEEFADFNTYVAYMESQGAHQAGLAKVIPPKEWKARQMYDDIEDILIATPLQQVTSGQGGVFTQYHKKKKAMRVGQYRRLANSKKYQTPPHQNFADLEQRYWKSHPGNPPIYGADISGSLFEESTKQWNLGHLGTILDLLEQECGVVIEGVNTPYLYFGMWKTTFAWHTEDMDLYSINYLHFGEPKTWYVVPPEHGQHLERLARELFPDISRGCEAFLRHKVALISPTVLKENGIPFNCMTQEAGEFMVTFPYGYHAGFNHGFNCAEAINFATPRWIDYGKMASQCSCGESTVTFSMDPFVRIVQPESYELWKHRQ
SMN2 splice enh: enhancers of SMN2 splice variant expression; HEK293 SMN2-luciferase splicing reporter, luminescence, 30-36 h; Potency, µM (series often up to 46.1 µM), for inactives: at the highest dose activity change, positive = activation, usual class: activators; 210,000 tested, 2.8% active; AID 1458; also: % of control where 0% means no effect; nearly all actives have a fitted effect of over 55% in size
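qHTS luciferase splicing reporter: luminescence rises when SMN2 exon 7 is included in transfected HEK293 cells. Compound exposure lasted 30-36 h at 37C, with 4.5 mM final sodium butyrate as control, followed by a ONE-Glo read.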
Lamin A splicing: changes lamin A minigene splicing in HeLa cells | HeLa LMNA splicing GFP/RFP minigene ratio, 48 h | Potency, µM (series often up to 46.1 µM), for the others: at the highest dose ratio change, negative = inhibition, usual class: inhibitors | 200,000 tested, 0.01% active | AID 1487; active = well fitted inhibition curve with a large enough effect in the signal ratio, with a control signal flat, not every such curve was filed as active; inconclusive = small, poorly fitted or top-dose-only effect, or effect the other way, or a change in a side signal; the % refers to the signal ratio; also: % is scaled to controls: 0 for no effect and ±100 for the full control effect
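S3 HeLa cells stably expressing lamin A-EGFP splicing minigene plus DsRed2, 600 cells/well, 48 h compound exposure at 37C. Laser-scanning cytometry; analysed as GFP (500-530 nm)/RFP (575-640 nm) total intensity ratio; 0.5% DMSO vehicle.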
TexasRed fluor: alters Texas Red total fluorescence, flagging assay interference; TRb/SRC2 Texas Red total fluorescence interference; Potency, µM (titrated, usually from 106 µM), for the others: at the top dose fluorescence change, negative = quenching; 280,000 tested, 0.29% active; AID 1479; active = well fitted curve in either direction with a large enough effect; inconclusive = small, poorly fitted or top-dose-only effect; also: % is scaled to controls: 0 for no effect and ±100 for the full control effect
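Human TRb ligand-binding domain at 0.6 uM with 20 nM Texas Red SRC2 peptide in Tris buffer containing 1 uM T3 and 5% DMSO, incubated with compound 5 h at ambient temperature. Total fluorescence (555/632 nm) calculated as parallel + 2 × perpendicular.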
ALDH1A1 block: blocks purified human ALDH1A1 activity | P00352 | Purified ALDH1A1, NADH fluorescence, propionaldehyde substrate | Potency, µM (top dose mostly 75.3 µM), for inactives: at the highest dose activity, negative = inhibition, hits mostly inhibitors | 220,000 tested, 7.3% active | AID 1030; active = well fitted inhibition curve with a large enough effect, not every such curve was filed as active; inconclusive = small, poorly fitted or top-dose-only effect, or another doubt; inactive = no such curve, though single readings can be large or run the other way;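 also: plate controls were no enzyme wells and a reference inhibitor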
Target sequence (P00352 whole entry, looked up): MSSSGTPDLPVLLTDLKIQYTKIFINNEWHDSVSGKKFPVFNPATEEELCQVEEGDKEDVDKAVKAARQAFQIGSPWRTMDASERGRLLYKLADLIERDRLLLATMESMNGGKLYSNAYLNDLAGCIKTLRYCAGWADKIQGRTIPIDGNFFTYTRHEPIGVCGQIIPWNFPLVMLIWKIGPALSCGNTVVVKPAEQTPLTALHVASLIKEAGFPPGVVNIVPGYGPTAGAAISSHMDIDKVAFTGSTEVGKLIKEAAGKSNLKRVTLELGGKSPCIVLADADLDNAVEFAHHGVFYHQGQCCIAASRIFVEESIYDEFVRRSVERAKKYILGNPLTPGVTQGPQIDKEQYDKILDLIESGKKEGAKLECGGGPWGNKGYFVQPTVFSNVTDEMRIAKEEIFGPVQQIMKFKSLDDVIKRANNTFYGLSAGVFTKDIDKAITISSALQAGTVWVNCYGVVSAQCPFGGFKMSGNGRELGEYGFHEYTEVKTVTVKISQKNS
* marks the source's active call; other numbers are inactive results; i = inactive; ? = inconclusive; nt = no result given; [ ] = another dose, or the depositor's remark. Unless noted, calls follow the shape of the dose curve; as a rule, active = well fitted curve in the direction sought with a large enough effect; inconclusive = small, poorly fitted or top-dose-only effect, or another doubt; inactive = no such curve, though single readings can be large; an effect the other way counts as inactive or inconclusive. Potency is read from the fitted curve at half-maximal effect.

smiles | Lamin A splicing | SMN2 splice enh | GoLoco inh red | ALDH1A1 block | TexasRed fluor | RECQ1 helicase | KDM4E inh | TRb-SRC2 inh
COc1ccc(CC2(CCc3ccccn3)C(=O)NC(=O)N(c3ccccc3C)C2=O)cc1OC (stereo unspecified) | -9%[46 µM] | -5% | 14% | 8% | -2% | -14% | -28% | -3%
COc1cccc(-n2c(O)c(C=Nc3c(C)n(C)n(-c4ccccc4)c3=O)c(=O)[nH]c2=O)c1 | ? | -9% | 6% | -3% | -5% | 6% | 4% | -2%
O=C(Cn1ncc2c3ccccc3n(Cc3ccccc3)c2c1=O)N1CCC2(CC1)OCCO2 | ? | -8% | 6% | ? | -1% | 4% | ? | 2%
COc1cc(C2SCC(=O)Nc3c2c(=O)[nH]n3C2CCCCCC2)cc(OC)c1OC (stereo unspecified) | 4% | -8% | 7% | 0% | -2% | i | 2% | -8%
CC12CN3CN(C1)CC(C)(C3)C2=NO | 6% | 13% | 9% | 8% | 1% | -6% | 21% | -1%
CN1C(=O)NC(=O)C(C)(C2=CCCCC2)C1=O (stereo unspecified) | -11% | nt | 3% | 1% | 0% | -4% | nt | 5%
CC(C)Nc1ccc(Nc2ccccc2)cc1 | 1.4µM* | -17% | 7% | 8.9µM* | ? | ? | nt | -25%
CC[C@@]1(O)C(=O)OCc2c1cc1n(c2=O)Cc2cc3ccccc3nc2-1 | ? | -45%[inhibitor] | -4% | ? | -2% | -3% | ? | -2%
CCOC(=O)C1=C(N)Oc2c(c(=O)oc3ccccc23)C12C(=O)N(C)c1ccccc12 (stereo unspecified) | -1% | -9% | 7% | -7% | 0% | -2% | 2% | -10%
CC(=O)Cc1c[nH]c2ccccc12 | nt | nt | 3% | nt | 0% | 0% | 0% | 0%
O=C(OCC1O[C@@H](OC(=O)c2cc(O)c(O)c(O)c2)[C@@H](OC(=O)c2cc(O)c(O)c(O)c2)[C@@H](OC(=O)c2cc(O)c(O)c(O)c2)[C@@H]1OC(=O)c1cc(O)c(O)c(O)c1)c1cc(O)c(O)c(O)c1 (stereo partly specified) | ? | -43%[inhibitor] | -18% | 6% | -25% | 0.11µM* | 3.2µM* | ?
CC(C)CCP(=O)(O)c1ccccc1 | 3% | -12% | -16% | -8% | 0% | -11% | -5% | -5%
O=C(NCCN1CCOCC1)c1ccc(Cl)nc1 | nt | nt | 8% | nt | -1% | -3% | -15% | -8%
O=c1c2ccccc2nc(-c2ccccc2)n1-c1ccncc1 | -6% | 1% | -3% | -7% | 1% | -12% | 3% | -10%
O=c1[nH]c(=S)[nH]c(O)c1N=Nc1ccc(S(=O)(=O)N2CCc3ccccc32)cc1 | nt | -14% | 6% | 6.3µM* | -1% | -7% | -6% | -7%
C=CCNC(=O)c1c(N)n(CCN2CCOCC2)c2nc3ccccc3nc12 | -4% | -6% | 1% | ? | -6% | 0% | ? | 13%
C#CCN(C)[C@@H](C)Cc1ccccc1 | -5% | -8%[20.6 µM] | -2%[21.6 µM] | -11%[20.9 µM] | -4% | -5%[25.9 µM] | 2%[25.5 µM] | 5%
CCN(CC)C(=O)C(C(=O)c1cccc([N+](=O)[O-])c1)n1cc(Cl)ccc1=O (stereo unspecified) | nt | nt | 5% | 18µM* | -1%[53 µM] | i | -17% | 1%[53 µM]
CC1CCC(C(C)C)C(OP(N)(=O)c2ccccc2)C1 (stereo unspecified) | ? | -7% | 8% | ? | 0% | -1% | 0% | -17%
CCCC(C)C1(CC)C(=O)NC(=Nc2ccc(F)cc2)NC1=O (stereo unspecified) | ? | 2% | 1% | 11% | 0% | -15% | 9% | 2%
Cc1ccc2nc3c(cc2c1)CC1(C(=O)N(C)C(=O)N(C)C1=O)C1COCCN31 (stereo unspecified) | -1% | nt | nt | -3% | -4% | -1% | ? | -7%
CC(=NCCc1ccccc1)c1c(O)n(C)c(=O)n(C)c1=O | nt | nt | -1% | nt | 0% | 14% | 0% | -1%
CN1C(=O)C(=Cc2ccccc2OCc2ccccc2Cl)C(=O)N(C)C1=O | ? | 6% | 127%[activator] | 2.8µM* | -11% | 0% | ? | 6%
NC(Cn1ccc(=O)c(O)c1)C(=O)O (stereo unspecified) | nt | 2% | -3% | 8% | -1% | 2% | ? | 4%
Cl/C=C\Cl | nt | -3% | -6% | 20% | 1% | -14% | nt | 7%
COc1ccc(N=Cc2c(O)n(CC3CCCO3)c(=O)[nH]c2=O)cc1 (stereo unspecified) | 5% | -13% | 12% | ? | 0% | -20% | 4% | 2%
Cc1cc(SCC(=O)N/N=C/c2ccco2)nc2ccccc12 | ? | nt | 13% | -13% | 1% | -3% | -10% | -4%
CC(CO)NC(=O)C1C=C2c3cccc4[nH]cc(c34)CC2N(C)C1 (stereo unspecified) | ? | -9% | -23% | ? | 3% | -12% | nt | 6%
CC12CCC3C(CCC4=C(O)C(=O)CCC43C)C1CCC2=O (stereo unspecified) | -25% | -17% | 0% | -6% | -3% | 0% | 2% | -1%
CCCCCCn1c(O)c(C=NCCCn2ccnc2)c(=O)[nH]c1=O | -17% | 0% | 10% | -4% | 2% | -9% | -2% | 2%

The listing continues:
smiles | Lamin A splicing | SMN2 splice enh | GoLoco inh red | ALDH1A1 block | TexasRed fluor | RECQ1 helicase | KDM4E inh | TRb-SRC2 inh
CCn1c(=O)oc2cc(NC(=O)CCl)ccc21 | ? | -59%[inhibitor] | -2% | 1.6µM* | -1% | i | -4% | -6%
O=c1c2ccccc2nc(-c2ccco2)n1-c1cccnc1 | 1% | -2% | -1% | -3% | 1% | -3% | 6% | -2%
CCc1ccc2c(CN3CC=C(c4ccccc4)CC3)cc(=O)oc2c1 | -4% | -6% | 11% | -15% | 1% | -8% | 14µM* | -3%
O=S1(=O)N(CCN2CC=C(c3c[nH]c4cc(F)ccc34)CC2)c2cccc3c2N1CCC3 | ? | -41%[inhibitor] | 15% | 25µM* | ? | 76%[activator] | 16µM* | 3%
CC(CO)(CO)N=Cc1c(O)n(-c2cccc3ccccc23)c(=O)[nH]c1=O | -1% | 6% | 5% | 1% | -3% | 10% | -2% | 6%
COc1ccccc1CCNCc1cc2c(cc1[N+](=O)[O-])OCO2 | 6% | -6% | -3% | ? | -4% | i | -29% | 1%
CN[C@@H](CC(C)C)C(=O)N[C@@H]1C(=O)N[C@H](CC(N)=O)C(=O)N[C@@H]2C(=O)N[C@H]3C(=O)N[C@H](C(=O)N[C@H](C(=O)O)c4cc(O)cc(O)c4-c4cc3ccc4O)[C@H](O)c3ccc(c(Cl)c3)Oc3cc2cc(c3O[C@H]2O[C@@H](CO)[C@@H](O)[C@@H](O)[C@@H]2O[C@@H]2C[C@](C)(N)[C@H](O)[C@H](C)O2)Oc2ccc(cc2Cl)[C@@H]1O | 6% | -6%[20.6 µM] | -6%[21.6 µM] | 0%[20.9 µM] | 0% | ? | 3%[25.5 µM] | -6%
Cc1ccc(OCCSC2=NN2c2cc(C)nc(N)n2)cc1 | 2%[46 µM] | nt | 11% | -7% | -2% | i | -7% | 2%
Cc1ccsc1C(=O)C1CCCN(Cc2cccn2-c2ccccn2)C1 (stereo unspecified) | -19%[46 µM] | nt | 12% | 3% | -4% | 12% | 13% | 1%
COc1ccc(C2NCc3ccc4c(c3-n3cccc32)OCO4)cc1OC (stereo unspecified) | -3% | 8% | 3% | 4% | 2% | -11% | 8% | -1%
Cn1ccnc1P(=S)(c1nccn1C)N1CCOCC1 | -5% | 15% | -7% | 28µM* | 2% | -3% | -9% | -15%
CCC(=NC1CC1)c1c(O)n(-c2ccc(OC)cc2)c(=O)[nH]c1=O | -5% | 16% | -12% | -4% | 1% | 10% | 5% | -6%
CN1CCN(c2nc3ccccc3o2)CC1 | nt | nt | 3% | nt | -2% | -14% | -6% | 6%
CCC(=O)O[C@H]1CC[C@H]2[C@@H]3CCC4=CC(=O)CC[C@]4(C)[C@H]3CC[C@]12C | ? | 4%[20.6 µM] | -18%[21.6 µM] | -9%[20.9 µM] | 5%[201 µM] | i | -1%[25.5 µM] | 4%[201 µM]
C(=NC12CN3CN(CN(C3)C1)C2)c1cccs1 | 0% | 6% | -7% | 2% | -1% | -5% | -13% | -2%
CC1CC[C@@]2(NC1)O[C@@H]1C[C@H]3C4CC=C5C[C@@H](O)CC[C@]5(C)C4CC[C@]3(C)[C@H]1[C@@H]2C (stereo partly specified) | nt | nt | 3% | ? | 0% | -3% | 14% | -3%
O=c1[nH]c(=S)n(C2CC2)c(O)c1C=Nc1cccc(C(F)(F)F)c1 | -8% | -5% | 277%[activator] | 3% | ? | -12% | -3% | -5%

Compound activity deposited in PubChem BioAssay by National Center for Advancing Translational Sciences (NCATS).

An excerpt; rates above refer to the full screens.
